Source: PubChem (Broad Institute)
Statin myotox sup = suppressors of statin myotoxicity in C2C12 myotubes, primary screen, cell-based, single point, plate reader; C2C12 myotubes + simvastatin, ATP luminescence, 48 h; scaled: DMSO 0, geranylgeraniol control 100; rescue of ATP level, % at 7.49 µM; 0.78% of 330,000 active; AID 602340, 2012;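 active means mean ATP rescue above about 67%, or every replicate alone reaching that limit, limit read from the data, passing the limit was not always enough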;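 further: myotubes were challenged with 10 µM simvastatin during compound exposure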
PGC1a acetyl inh = inhibitors of PGC1a acetylation signal, primary screen, cell-based, U2OS, AlphaScreen, inhibitor mode | 0.17% of 350,000 active | AlphaScreen anti-acetyl-lysine; with virally co-expressed GCN5 acetyltransferase | inhibition, % at 15.6 µM;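 active means every replicate shows inhibition of at least 40%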;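 further: 0% = neutral control wells and 100% = positive control wells; some results beyond the cut were filed as inactive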
FN deposition inh = inhibitors of fibronectin matrix deposition, primary screen, AH1F cells, Alexa488-fibronectin fluorescence, plate reader; AH1F fibroblasts, overnight; inhibition, % at 12.6 µM; 0.086% of 350,000 active; AID 743247, 2014;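 active means mean inhibition across replicates of 30% or more, regardless of how many single replicates reach that level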;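 further: positive control wells lacked labelled fibronectin entirely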
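Measured by – fluorescence 485/525 nm · System – AH1F fibroblast monolayer, labelled fibronectin deposition · Amount – 10000 cells per well · Buffer or medium – serum-reduced DMEM (2% serum) · Doses – single dose, pinned · Also added – fluorescent fibronectin at 24 nM final · Schedule – 1 h cell attachment, overnight exposure to compound and label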
F508del corr = F508del CFTR correction, initial screen, CFBE line, single point; CFBE cells, YFP halide quenching; stimulated with forskolin plus potentiator P3; % fluorescence drop versus neutral controls; activity (quench increase), % at 7.58 µM; 0.36% of 350,000 active;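 active means mean added fluorescence quench of at least 8% versus neutral control, with both replicates also reaching 8%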;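 further: cells transiently co-express mutant CFTR-F508del with the halide-sensitive YFP; corrector assay measuring rescue of mutant channel to the surface after 24 h compound exposure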
GSIS activator = GLuc luminescence reporter in INS-1E cells, primary screen for activators of glucose-dependent secretion of insulin | AID 743287, 2014 | 0.61% of 370,000 active | activation, % at 16.6 µM | INS-1E GLuc reporter insulin secretion, 2-3 h;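 active means lowest replicate activation of at least 40%, so every replicate reaches that level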;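 further: 0% = median of neutral control wells and 100% = median of IBMX positive control wells; some compounds called inactive have numbers as strong as hits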
PglD inh = C. jejuni PglD acetyltransferase inhibitors, primary screen, biochemical, DTNB colorimetric, single point. UDP-N-acetylbacillosamine N-acetyltransferase PglD (Campylobacter jejuni). purified PglD enzyme, DTNB colorimetric CoA detection. inhibition, % at 12.5 µM. 0.098% of 360,000 active; in the data active means inhibition above about 16%, passing the limit was not always enough; further: strong numbers were not always called active
miR-122 sensor = miR-122 Renilla sensor signal increase in Huh7, primary screen, miR-122 inhibitor project, cell-based, single point, plate reader; activation (reporter increase), % at 12.5 µM; Huh7 miR-122 Renilla luciferase sensor, 48 h; neutral wells = 0, positive control = 100; 0.3% of 340,000 active;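 active means mean replicate activation score at least 90 and every replicate individually at or above 90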;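 further: higher luciferase means less miR-122 activity so hits act as miR-122 inhibitors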
Cneo AK release = Cryptococcus neoformans cell lysis inducers, primary screen, AK release luminescence, single concentration; C. neoformans lysis, adenylate kinase release luminescence, 4 h; normalised: neutral wells 0, clomiphene wells 100; lysis activity, % at 15 µM; 0.2% of 360,000 active; AID 651654, 2012;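 active means mean lysis activity across replicates of at least 80%, whatever share of replicates individually reach that level; inactive means mean lysis activity below 80%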
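Schedule: static 4 h at 37 °C with compound, 1 h detection; system: C. neoformans cells; benchmarks: Clomiphene as positive control; buffer or medium: fresh YPD medium; measure: luminescence rise reflecting yeast cell lysis; measured by: luminescent adenylate kinase detection reagent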
* marks the source's active call; other numbers are inactive results; / = no result given; & = joins results of further samples; [ ] = remark or other dose.

SMILES	Statin myotox sup	PGC1a acetyl inh	FN deposition inh	F508del corr	GSIS activator	PglD inh	miR-122 sensor	Cneo AK release
C[C@H](CO)N1C[C@H](C)[C@H](CN(C)C(=O)Nc2ccc(C(F)(F)F)cc2)Oc2ccc(NS(C)(=O)=O)cc2CC1=O	-8	-7	/	0.0	22	3	-4[16.7 µM]	-2
CN(C)CC#Cc1ccc([C@H]2[C@H](CO)N3CCCCN(C(=O)Nc4ccc(F)cc4)C[C@@H]23)cc1	3	-3	/	2.7	6	7	-1[16.7 µM]	-5
COc1ccc(NC2CCCN(C(=O)c3cccc(C)n3)C2)cc1OC (stereo not given)	5	2	-3	1.1	/	-5	-6	1
O=C(COc1ccc(S(=O)(=O)N2CCOCC2)cc1)NCc1ccccc1	-18	0	-2	-0.7	1	-3	-6	-2
CCOC(=O)c1[nH]cnc1C(=O)Nc1cccc(N)n1	-1	-20	/	/	/	-10	-13	1
Cc1ccc(S(=O)(=O)N2CCOCC2)cc1NC(=O)CSc1nnc(NC2CC2)s1	0	-1	-3	2.4	1	-2	-5	-2
Cc1cc(C)nc(SCC(=O)NC2CCCCC2C)n1 (stereo not given)	/	10	2	-2.1	4	/	6	/
COCC#Cc1ccc([C@H]2[C@@H](CO)N3C(=O)CN(C(=O)Nc4ccccc4F)C[C@@H]23)cc1	/	5	4	0.0	12	/	/	/
Clc1ccccc1Cn1nnc2c(Nc3ccccc3)ncnc21	/	-5	/	0.8	-22	/	0	/
C[C@@H]1CN([C@@H](C)CO)C(=O)c2cc(NC(=O)Nc3ccc4c(c3)OCO4)ccc2O[C@@H]1CN(C)S(=O)(=O)c1cn(C)cn1	/	-3	/	0.1	15	-2	0[16.7 µM]	1
N#Cc1ccc(OCC(=O)NCC(c2cccs2)N2CCOCC2)cc1 (stereo not given)	3	7	/	-1.0	26	0	-4	0
O=C(C[C@H]1C=C[C@H](NC(=O)C2CC2)[C@H](CO)O1)NCCCN1CCOCC1	-2	2	/	1.9	22	0	/	-6
CCOc1ccc(N(CC(=O)NCc2cccs2)S(=O)(=O)c2c(C)noc2C)cc1	7	-23	-6	4.6	-5	-2	9	3
Cc1noc(C)c1NC(=O)N(C)C[C@@H]1Oc2ccc(NS(=O)(=O)c3ccc(Cl)cc3)cc2C(=O)N([C@@H](C)CO)C[C@H]1C	14	-18	/	-0.8	10	3	0[16.7 µM]	-5
COC(=O)C[C@H]1c2cc(F)ccc2S(=O)(=O)N1Cc1ccccc1	-1	/	8	1.6	33	2	/	-1
CCCCOC(=O)c1ccc(NC(=O)CSc2nncn2C)cc1	4	-2	/	/	-8	5	-2	-1
CC(OC(=O)c1cccs1)C(=O)NC1CCCCC1C (stereo not given)	1	0	-4	29*	14	0	-9	4
COc1cccc(-n2c(SCC(=O)N3CCc4ccccc43)nnc2-c2c[nH]c3ccccc23)c1	-6	/	6	-1.2	/	-1	/	5
CC/C(C)=N/N1C(=O)c2ccccc2NC1(C)CC (stereo not given)	4	/	-3	-1.1	-1	6	7	-1
Cc1cccc(N2CCN(C(=O)c3cc(S(=O)(=O)N(C)C)ccc3N3CCCC3)CC2)c1C	3	/	-1	0.8	1	-1	-1	0
COc1ccc2c(c1OC)C(=O)N1C2SC(C)(C)[C@H]1C(=O)NCCCOC(C)C (stereo not given in full)	5	/	0	-3.1	-18	2	/	-1
O=C(c1cc(-c2ccc3c(c2)OCO3)on1)N1CCN(c2ccccc2)CC1	7	7	5	/	-26	-4	-9	-13
COc1ccccc1-c1cnc2c(c1)C(=O)N([C@@H](C)CO)C[C@@H](C)[C@@H](CN(C)Cc1cccnc1)O2	11	-5	9	3.4	-8	10	27[16.7 µM]	60
CC(C)NC(=O)Nc1ccc2c(c1)C(=O)N([C@H](C)CO)C[C@H](C)[C@H](CN(C)C(=O)Nc1cccc3ccccc13)OCCCC[C@@H](C)O2	/	-7	/	1.1	5	-3	0[16.7 µM]	-2
CCC(=O)N1C[C@@H](C)[C@@H](OC)CN(C)C(=O)c2cc(NC(=O)c3ccccc3)ccc2OC[C@@H]1C	-9	1	-14	0.7	-5	-3	5[16.7 µM]	-1
COc1ccc(S(=O)(=O)NCc2ccncc2)cc1NC(=O)c1ccccc1	12	/	-1	-2.1	13	/	/	/
C[C@@H]1CN([C@H](C)CO)S(=O)(=O)c2ccc(-c3cccc(C#N)c3)cc2O[C@H]1CN(C)C(=O)Nc1cc(F)ccc1F	-16&-6&-46	-3&2&-1	8	1.7&2.9&2.0	-3&-1	1&0	2	-3&2
CCOC(=O)c1cn2nc(Oc3ccc(OC)cc3)ccc2n1	-10	/	-6	-1.7	3	/	/	/
CCC(=O)c1ccc(O)c(CC=C(C)C)c1	3	44	/	/	/	2	7	2
COCC(=O)Nc1ccc2c(c1)[C@@H]1C[C@@H](CC(=O)NCc3ccccn3)O[C@@H](CO)[C@@H]1O2	-3	-5	5	-6.1	2	6	-1[16.7 µM]	1
CN(CCC#N)C(=O)COC(=O)c1ccc(Cl)c(S(=O)(=O)N(C)c2ccccc2)c1	/	10	-6	-1.7	8	/	/	/
C[C@H]1CN([C@@H](C)CO)C(=O)c2cc(N(C)C)ccc2O[C@@H]1CN(C)S(=O)(=O)c1cccs1	45	6	-23	0.4	-2	-2	4[16.7 µM]	-2
CCOc1cc(-c2cc(-c3ccc(N)cc3)nc(N)c2C#N)ccc1O	/	-29	/	/	/	-3	1	-1
O=C(CSCC(=O)OCC(=O)c1ccc(Br)cc1)Nc1cccc2ccccc12	6	11	2	/	/	-4	-4	-2
CCOc1cccc(-c2c(C(=O)N/N=C/c3sccc3C)nnn2-c2nonc2N)c1	35	/	1	0.4	12	0	2	0
CN1C(=O)c2cc(NC(=O)Cc3cccs3)ccc2OC[C@H]2O[C@H](CC(=O)N[C@@H]3CCN(Cc4ccccc4)C3)CC[C@H]21	12	/	5	/	5	4	/	-1
CCCC(=O)NCCSC	9	2	/	/	/	-3	-4	1
C/C=C/c1ccc([C@H]2[C@H]3CN(S(=O)(=O)c4ccccc4)CCCCN3[C@H]2CO)cc1	/	-5	/	5.2	-8	-2	8[16.7 µM]	1
COc1cc(C)ccc1S(=O)(=O)NC(=O)C1(C)CCN1C(=O)Cc1ccc(Cl)cc1Cl (stereo not given)	2	6	-5	0.8	-1	4	-2	0
CC(C)NC(=O)Nc1ccc2c(c1)C(=O)N([C@H](C)CO)C[C@H](C)[C@H](CN(C)S(C)(=O)=O)O2	15	7	/	-0.9	0	-2	0[16.7 µM]	9

One compound at a time, as listed above. Order of screens: Statin myotox sup	PGC1a acetyl inh	FN deposition inh	F508del corr	GSIS activator	PglD inh	miR-122 sensor	Cneo AK release
CN(CCC#N)C(=O)COC(=O)c1ccc(Cl)c(S(=O)(=O)N(C)c2ccccc2)c1 is listed as /	10	-6	-1.7	8	/	/	/
COC(=O)C[C@H]1c2cc(F)ccc2S(=O)(=O)N1Cc1ccccc1 is listed as -1	/	8	1.6	33	2	/	-1

Back to the main list; the 2 compounds before the break are reprinted first.
SMILES	Statin myotox sup	PGC1a acetyl inh	FN deposition inh	F508del corr	GSIS activator	PglD inh	miR-122 sensor	Cneo AK release
COc1cc(C)ccc1S(=O)(=O)NC(=O)C1(C)CCN1C(=O)Cc1ccc(Cl)cc1Cl (stereo not given)	2	6	-5	0.8	-1	4	-2	0
CC(C)NC(=O)Nc1ccc2c(c1)C(=O)N([C@H](C)CO)C[C@H](C)[C@H](CN(C)S(C)(=O)=O)O2	15	7	/	-0.9	0	-2	0[16.7 µM]	9
COc1ccccc1CN1[C@@H]2CNC[C@H]1C2c1ccc(/C=C/c2ccccc2)cc1 (stereo not given in full)	/	-10	-5	-0.1	-9	/	/	/
CC1=NN(c2ccc(N)cc2)C(=O)C1	/	3	-10	/	/	-4	-4	-1
CS(=O)(=O)c1ccc(Cl)c(NC(=O)Nc2ccccc2)c1	-21	-10	-6	-0.9	16	3	9	3
COc1ccc(OC)c(C2c3[nH]c4ccccc4c3C[C@H]3C(=O)N(C4CC4)CC(=O)N23)c1 (stereo not given in full)	44	/	-7	3.2	-23	0	/	1
C/C=C(/C)C(=O)O[C@@H]1c2c(ccc3ccc(=O)oc23)O[C@@H]1C(C)(C)OC(=O)/C(C)=C\C	-31	-29	0	-3.9	-26	0	-4	-4
CCOC(=O)N1CCN(C(=O)c2cn(CC(C)C)c(=O)c3c2c2ccccc2n3C)CC1	-13	-7	1	/	-6	1	4	-1
CCCCN1C(=O)C(O)(c2ccccc2)c2cc(Br)ccc21 (stereo not given)	23	-41	10	-2.2	-34	-3	7	4
O=C(N/N=C/c1ccc(OC(F)F)cc1)c1cc[n+]([O-])cc1	1	/	0	-0.8	8	2	0	-7
CN(C)c1ncnc2[nH]ncc12	6	-9	0	-1.9	18	/	7	/
CCCCCCCCCC1(CC(=O)OCC)SCCN1C(N)=O (stereo not given)	/	/	-26	1.8	-36	-2	/	-2
CCC(CO)NC(=O)c1ccccc1C(F)(F)F (stereo not given)	/	4	1	-1.8	-2	/	/	/
CC(C)C(N)c1csc(Nc2ccc(S(C)(=O)=O)cc2)n1 (stereo not given)	-3	/	11	1.6	/	1	2	-1
COc1ccc(CCNC(=O)[C@@H](NC(=O)N2CC(=O)Nc3ccccc32)C(C)C)cc1OC	26	-14	-4	-1.3	13	-5	5	-2
O=C(CC1(O)C(=O)N(Cc2cccc3ccccc23)c2ccccc21)c1cccnc1 (stereo not given)	41	12	/	/	/	-2	14	1
COc1ccccc1-c1ccccc1[C@@H]1[C@@H](C#N)N(C(=O)C2CCC2)[C@H]1CO	/	2	-9	1.0	6	/	/	/
Nc1nc(-c2nc3ccccc3[nH]2)cs1	-5	-4	0	/	19	1	-1	1
O=C(NCC1CC1)[C@H]1[C@H](CO)[C@H]2Cn3c(ccc(-c4cccc(F)c4)c3=O)[C@H]2N1CC1CCOCC1	11	/	/	/	-2	0	/	1
O=C(Nc1ccccc1F)N[C@H]1CC[C@@H](CCNS(=O)(=O)c2ccccc2)O[C@@H]1CO	2	2	/	-1.9	18	-3	/	0
COc1ccc(/C=C/C(=O)OCC(=O)NCCCc2ccccc2)cc1OC	-14	-4	1	-1.0	32	1	-5	-6
CN(CC(=O)Nc1c(Cl)cccc1Cl)C(=O)CNC(=O)c1ccc2c(c1)OCO2	2	/	1	-1.3	1	/	/	/
C/C(=N\NC(=S)Nc1cccc(C)c1)c1cc2ccccc2o1	/	-7	-5	-3.3	0	/	/	/
COc1ccc(C#Cc2cccc(-c3nc(C(=O)NCCCN4CCOCC4)cc4c3[C@H](CCO)N(S(=O)C(C)(C)C)C4)c2)cc1OC (stereo not given in full)	11	11	4	2.1	-22	-4	-6	1
CCc1cc(C(=O)N2CCCC(CO)(Cc3ccc(F)cc3)C2)n(C)n1 (stereo not given)	2	-1	-4	-2.0	-16	0	2	0
COc1cccc(NC(=O)N(C)C[C@H]2Oc3cc(-c4ccccc4F)ccc3S(=O)(=O)N([C@H](C)CO)C[C@@H]2C)c1	-11	9	18	-4.9	-18	1	18[16.7 µM]	-1
O=C(Nc1cccc2ccccc12)N1CCN(c2ccccc2)CC1	5	16	/	/	/	-2	-3	7
COc1ccc(/C=N/NC(=O)c2ccc(N)cc2)cc1Cn1cc([N+](=O)[O-])cn1	5	2	0	0.2	4	3	-1	6
CCOc1ccc(N(CC(=O)NC2CCCC2)C(=O)CSc2nnc(COc3ccccc3)o2)cc1	23	-4	-16	/	/	-4	-2	0

No enrichment for hits, and some 2.1% of all compounds hit somewhere here.
